# KOR beta-arrestin-1: KOR antagonists, beta-arrestin recruitment, cell-based, luminescence, uHTS (AID 1778) | Kappa-type opioid receptor (Homo sapiens) | KOR beta-arrestin recruitment, luminescence, antagonist mode; higher % means a stronger effect | one-dose inhibition, % at 10 µM; IC50 in µM for titrated hits | hit rate 0.091% among 290,000; note: strong numbers were not always called active
# AID2073: inhibitors of Mint1-CaV2.2 protein interaction, biochemical, HTRF (AID 2073) | Voltage-dependent N-type calcium channel subunit alpha-1B (Homo sapiens) | one-dose inhibition, % at 20 µM; IC50 in µM for titrated hits | hit rate 0.19% among 290,000 | HTRF protein-protein interaction, Mint1-CaV2.2; higher % means a stronger effect; in the data active = inhibition mostly above about 51%, no sharp cut-off; note: some results filed as inactive read as strong as hits
# GPR55 activation: GPR55 agonists via beta-arrestin recruitment, primary screen, imaging, U2OS cells, beta-arrestin-GFP redistribution (AID 1961). G-protein coupled receptor 55 (Homo sapiens). U2OS GPR55 beta-arrestin-GFP redistribution imaging; higher % means a stronger effect. one-dose activation, % at 10 µM; EC50 in µM for titrated hits. hit rate 0.048% among 290,000;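 active = activation above 40% with more than 50 cells counted in the well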;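 note: U2OS osteosarcoma cells stably expressing GPR55 and beta-arrestin-GFP; plate controls were DMSO negative control for no effect and LPI positive control for full effect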
# Dynein transport: inhibitors of GR-EGFP nuclear translocation, primary screen, dynein cargo transport inhibitor project, imaging, high-content, 3617.4 mouse cells; test concentration mostly 20 µM; stimulated with dexamethasone, 1 µM; hits give low values; z-score, hits read low; hit rate 0.47% among 220,000; AID 1381, 2008;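 active = plate z-score of nuclear minus cytoplasmic receptor signal below a set negative limit, without overly bright fluorescence or cell loss, cut at about -3.5 in these data, passing the limit was not always enough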;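 note: z-score of nuclear minus cytoplasmic ring GR-EGFP intensity difference per well; some compounds called inactive have numbers as strong as hits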
#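 Also added – dexamethasone, 1.0 µM final · Buffer or medium – tet-free, stripped-serum medium · Schedule – induction 48 h, compound 1 h, agonist 30 min · Detection – formaldehyde fixation, Hoechst nuclear stain, 10x automated fluorescence imaging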
# KOR beta-arrestin-2: KOR agonists, beta-arrestin recruitment, primary screen, cell-based, luminescence, uHTS (AID 1777). KOR beta-arrestin recruitment, luminescence; higher % means a stronger effect. one-dose activation, % at 10 µM; EC50 in µM for titrated hits. hit rate 0.02% among 280,000; in the data active = activation above about 50%, passing the limit was not always enough; note: a part of the inactive calls stands beside numbers as strong as those of hits
# HEK293 NOD2/NF-kB: NOD2 signaling inhibitors, cell-based, luminescence, uHTS, HEK293 (AID 1566). HEK293 NOD2/NF-kB luciferase reporter, luminescence; higher % means a stronger effect. one-dose inhibition, % at 4 µM; EC50 in µM for titrated hits. hit rate 0.63% among 290,000; note: many of its hits are not listed in these tables
# P. falciparum M17LAP: P. falciparum M17LAP inhibitors, primary screen, biochemical, fluorogenic H-Leu-NHMec substrate, 1536-well (AID 1619). inhibition, % at 30 µM, or IC50 in µM where a hit was titrated. recombinant M17LAP, H-Leu-NHMec fluorogenic kinetic assay; higher % means a stronger effect. Leucine aminopeptidase (Plasmodium falciparum (isolate 3D7)). hit rate 0.38% among 220,000;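 active = compound inhibiting the enzyme by more than half at any dose during confirmatory dose-response retesting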;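 note: plate controls were full reaction with DMSO carrier for no effect and no enzyme background for full effect; strong numbers were not always called active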
# NOD1 NF-kB reporter: NOD1 signaling inhibitors, primary screen, cell-based, luminescence, uHTS (AID 1578). NOD1-driven NF-kB luciferase reporter cells, luminescence; higher % means a stronger effect. inhibition, % at 4 µM, or EC50 in µM where a hit was titrated. hit rate 1% among 290,000; in the data active = inhibition mostly above about 36%, no sharp cut-off; inactive = mostly below about 34%;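 note: HEK-293T reporter cells stimulated with the NOD1 agonist gamma-tri-DAP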
# P. falciparum M1AAP: P. falciparum M1AAP inhibitors, biochemical, fluorogenic H-Leu-NHMec substrate, 1536-well (AID 1445); Aminopeptidase N (Plasmodium falciparum (isolate 3D7)); recombinant M1AAP, H-Leu-NHMec fluorogenic kinetic assay; higher % means a stronger effect; inhibition, % at 30 µM, or IC50 in µM where a hit was titrated; hit rate 0.42% among 220,000;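 active = primary inhibition above the hit cutoff, then over 50% inhibition at one or more dose response concentrations, cut at about 23% in these data, passing the limit was not always enough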;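 note: plate controls were DMSO full reaction for no effect and no enzyme background for full effect; strong numbers were not always called active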
# Dynein transport cytoplasmic EGFP: also measured in Dynein transport; calls as there; z-score; measured here: cytoplasmic GR-EGFP intensity; hits give high values
# Dynein transport nuclear GR-EGFP: further read-out of Dynein transport, marked with its call; z-score; measured here: nuclear GR-EGFP intensity;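 lower value marks the stronger effect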
# Dynein transport cell count: second read-out of Dynein transport, no call of its own (marks repeat the call); z-score; measured here: cell count per field
# The depositor's hits bear a star; i = inactive; · = no result given; [ ] = remark or other dose. Cut-off read from the data, not from the text of the source, unless noted: active = inhibition above about 50%; inactive = the rest. Not all compounds are listed (hit frequency here may not be typical).
no.	KOR beta-arrestin-1	AID2073	GPR55 activation	Dynein transport	Dynein transport cytoplasmic EGFP	Dynein transport nuclear GR-EGFP	Dynein transport cell count	KOR beta-arrestin-2	HEK293 NOD2/NF-kB	P. falciparum M17LAP	NOD1 NF-kB reporter	P. falciparum M1AAP	SMILES
1	-6%	13%	0.4%	-0.6	-0.22	-0.37	1.3	-3.6%	2%	9%	-18%	3%	O=c1ccc(Cl)cn1Cc1ccccc1F
2	-14%	-12%	0.0%	-0.17	-0.44	-0.12	0.21	-4.5%	-86%	-2%	-9%	-1%	COc1ccccc1C(=O)Nc1nnc(-c2ccco2)s1
3	-24%	-10%	-0.1%	1.1	-0.24	0.96	-1	0.7%	2%	14%	-30%	8%	O=C(CSc1nccc(=O)[nH]1)Nc1cccc(S(=O)(=O)N2CCOCC2)c1
4	-46%	8%	-0.1%	·	·	·	·	2.3%	-53%	·	-15%	·	Cc1ccccc1C(=O)Nc1ccc(C(=O)N/N=C/c2ccc(O)cc2)cc1
5	-31%	30%	0.0%	·	·	·	·	2.4%	6%	·	-22%	·	Cc1cccc(NC(=O)CCc2nnc3ccc(NCc4ccco4)nn23)n1
6	-4%	10%	-0.1%	-0.19	-0.46	-0.22	0.043	4.4%	28%	9%	18%	6%	CCOC(=O)N1CCC(N(C(=O)Nc2ccccc2)C(C)CC)CC1 (centres undefined)
7	-12%	19%	0.0%	·	·	·	·	0.6%	9%	·	2%	·	COc1ccccc1-c1nc2ccc(Cl)cc2c(=O)n1O
8	-20%	11%	-0.1%	·	·	·	·	6.7%	1%	·	5%	·	O=C(NN1CCOCC1)c1ccccc1Br

# Quoted from above: nos. 1 to 3
no.	KOR beta-arrestin-1	AID2073	GPR55 activation	Dynein transport	Dynein transport cytoplasmic EGFP	Dynein transport nuclear GR-EGFP	Dynein transport cell count	KOR beta-arrestin-2	HEK293 NOD2/NF-kB	P. falciparum M17LAP	NOD1 NF-kB reporter	P. falciparum M1AAP	SMILES
1	-6%	13%	0.4%	-0.6	-0.22	-0.37	1.3	-3.6%	2%	9%	-18%	3%	O=c1ccc(Cl)cn1Cc1ccccc1F
2	-14%	-12%	0.0%	-0.17	-0.44	-0.12	0.21	-4.5%	-86%	-2%	-9%	-1%	COc1ccccc1C(=O)Nc1nnc(-c2ccco2)s1
3	-24%	-10%	-0.1%	1.1	-0.24	0.96	-1	0.7%	2%	14%	-30%	8%	O=C(CSc1nccc(=O)[nH]1)Nc1cccc(S(=O)(=O)N2CCOCC2)c1

# Going on with the list:
no.	KOR beta-arrestin-1	AID2073	GPR55 activation	Dynein transport	Dynein transport cytoplasmic EGFP	Dynein transport nuclear GR-EGFP	Dynein transport cell count	KOR beta-arrestin-2	HEK293 NOD2/NF-kB	P. falciparum M17LAP	NOD1 NF-kB reporter	P. falciparum M1AAP	SMILES
9	-40%[20 µM]	-8%	-0.1%	0.023	-0.24	0.11	0.7	·	13%	-13%	-15%	-7%	Cn1c(N2CCN(S(=O)(=O)c3ccc(F)cc3)CC2)nc2ccccc21
10	-21%	-3%	-0.1%	-0.11	-0.19	0.75	0.29	7.1%	-4%	15%	2%	4%	COc1ccc(NS(=O)(=O)CC23CCC(CC2=O)C3(C)C)cc1 (centres undefined)
11	21%	-5%	0.2%	-0.63	-0.18	-0.69	0.74	-8.2%	14%	32%	-10%	4%	Cc1ccc(NS(=O)(=O)c2cccs2)cc1S(=O)(=O)N1CCCCCC1
12	15%	14%	0.0%	-0.29	-0.3	-0.055	0.29	-1.7%	-4%	i	-14%	66µM*	CNC(=O)c1cc2c(=O)n3cccc(C)c3nc2n(C(C)C)c1=N
13	14%	-4%	0.1%	-0.3	-0.21	-0.2	0.64	-3.3%	-21%	-6%	·	5%	COc1cc2c(cc1NC(=O)CCCN1C(=O)CCC1=O)oc1ccccc12
14	-12%	4%	0.1%	-0.53	-0.24	-0.93	0.45	1.4%	-6%	6%	2%	4%	CC(NC(=O)CN1CCCC1)C12CC3CC(CC(C3)C1)C2 (centres undefined)
15	-27%	5%	0.2%	0.91	-0.18	0.35	-1	-0.8%	-68%	22%	-26%	3%	CC(=O)c1cccc(Nc2nc(-c3cccc([N+](=O)[O-])c3)cs2)c1
16	-32%	6%	-0.2%	-0.52	-0.2	-0.36	0.56	4.0%	19%	8%	-16%	10%	COC(=O)C1(c2ccccc2)NC(c2cccs2)C2C(=O)N(C)C(=O)C21 (centres undefined)

# Profiles from above. Order of screens: KOR beta-arrestin-1, AID2073, GPR55 activation, Dynein transport, Dynein transport cytoplasmic EGFP, Dynein transport nuclear GR-EGFP, Dynein transport cell count, KOR beta-arrestin-2, HEK293 NOD2/NF-kB, P. falciparum M17LAP, NOD1 NF-kB reporter, P. falciparum M1AAP
# Entry for `COc1ccc(NS(=O)(=O)CC23CCC(CC2=O)C3(C)C)cc1` (centres undefined) = -21%, -3%, -0.1%, -0.11, -0.19, 0.75, 0.29, 7.1%, -4%, 15%, 2%, 4%
# Entry for `Cc1ccc(NS(=O)(=O)c2cccs2)cc1S(=O)(=O)N1CCCCCC1` = 21%, -5%, 0.2%, -0.63, -0.18, -0.69, 0.74, -8.2%, 14%, 32%, -10%, 4%
# Entry for `Cn1c(N2CCN(S(=O)(=O)c3ccc(F)cc3)CC2)nc2ccccc21` = -40%[20 µM], -8%, -0.1%, 0.023, -0.24, 0.11, 0.7, ·, 13%, -13%, -15%, -7%
# Entry for `CC(NC(=O)CN1CCCC1)C12CC3CC(CC(C3)C1)C2` (centres undefined) = -12%, 4%, 0.1%, -0.53, -0.24, -0.93, 0.45, 1.4%, -6%, 6%, 2%, 4%

# More compounds:
no.	KOR beta-arrestin-1	AID2073	GPR55 activation	Dynein transport	Dynein transport cytoplasmic EGFP	Dynein transport nuclear GR-EGFP	Dynein transport cell count	KOR beta-arrestin-2	HEK293 NOD2/NF-kB	P. falciparum M17LAP	NOD1 NF-kB reporter	P. falciparum M1AAP	SMILES
17	-4%	-7%	-0.1%	·	·	·	·	4.0%	-18%	·	-9%	·	O/N=C(\C[n+]1ccccc1)c1ccc(Br)cc1
18	-19%	10%	-0.2%	3.4	-0.12	1.9	-1.9	0.0%	-8%	12%	3%	7%	CCCOc1ccc(CC(CC(=O)O)(C(=O)O)C(=O)O)cc1
19	-12%	-8%	0.0%	-0.54	-0.35	-0.36	0.13	-4.2%	-62%	1%	-52%	-1%	COC(=O)c1cc(-c2ccc(Cl)cc2Cl)n[nH]1
20	-38%[20 µM]	-4%	0.2%	·	·	·	·	1.1%	4%	·	-36%	·	CC1(C)CC(NC(=O)c2ccccc2)CC(C)(C)N1
21	42%	1%	-0.1%	-0.45	-0.78	-0.34	0.31	-6.2%	-5%	2%	1%	-3%	NC(=O)CC(NC(=O)Cc1cccc2ccccc12)c1ccc(N2CCC(Br)CC2)c([N+](=O)[O-])c1 (centres undefined)
22	16%	-8%	-0.2%	0.23	-0.25	0.13	0.92	-3.2%	6%	3%	-3%	4%	NC(=O)C1CCN(C(=S)c2cccs2)CC1
23	4%	9%	0.5%	·	·	·	·	2.6%	-7%	·	-38%	·	CS(=O)(=O)N(CC(=O)N1CCOCC1)c1cc(C(F)(F)F)ccc1Cl
24	-25%	0%	-0.4%	-0.44	-0.15	-0.13	-0.48	3.9%	5%	20%	-19%	-10%	CC1=NN(c2nc3ccccc3[nH]2)C(=O)/C1=C/N(C)C
25	-37%	-10%	0.0%	0.15	-0.19	0.89	-1	3.4%	-1%	-10%	0%	15%	S=c1[nH]nc(-c2cc(-c3ccccc3)n[nH]2)n1/N=C/c1c2ccccc2cc2ccccc12
26	14%	3%	0.0%	-0.37	-0.21	0.26	-1	4.9%	22%	4%	8%	-11%	COc1cccc(Oc2cncnc2-c2ccc(OC)cc2O)c1
27	31%	19%	0.3%	1.7	-0.28	1.5	-0.9	-5.0%	8%	17%	-25%	2%	O=C(O)CSC1CC(=O)N(c2ccc(Cl)cc2)C1=O (centres undefined)
28	-12%	6%	-0.6%	-1.5	-0.11	-0.63	0.12	-3.3%	16%	14%	-24%	8%	Cc1cc(/C=C2/NC(=O)NC2=O)c(C)n1-c1ccc(C#N)cc1
29	26%	8%	0.9%	·	·	·	·	-1.5%	16%	·	-4%	·	CC(=O)c1ccc(Nc2c([N+](=O)[O-])ccc3nonc23)cc1
30	-7%	0%	0.3%	0.14	-0.14	0.34	-0.3	1.1%	-33%	-6%	63%	3%	COc1ccc(S(=O)(=O)N2CCOCC2)cc1NC(=O)c1ccccc1-c1ccc(C(F)(F)F)cc1
31	45%	1%	0.2%	-1.2	0.038	-0.061	0.48	3.5%	10%	39%	35%	11%	Cn1c(-[n+]2c(-c3ccccc3)cc(-c3ccccc3)cc2-c2ccccc2)nc2c([N+](=O)[O-])cccc21
32	14%	0%	0.0%	·	·	·	·	-5.1%	11%	·	-21%	·	COc1ccc(N2CCN(C(=O)c3ccc(Br)o3)CC2)cc1
33	-52%[20 µM]	9%	-0.2%	·	·	·	·	-1.0%	-4%	·	-9%	·	CC(=O)Nc1cc2nc(C)n(Cc3ccccc3[N+](=O)[O-])c2nc1C
34	-10%	7%	-0.1%	-0.56	-0.23	-0.37	0.73	3.4%	17%	3%	-22%	-2%	COc1ccc(CCNC(=O)/C=C/c2ccc(C)cc2)cc1OC
35	-4%	28%	0.2%	·	·	·	·	-4.4%	-3%	·	-16%	·	N#CCn1c(CN2CCCC2)nc2ccccc2c1=O
36	-3%	22%	1.2%	0.34	-0.11	0.12	0.069	-1.0%	-26%	2%	-51%	-2%	CN(C)/C=C1\C(=O)N(c2ccc(Cl)c(Cl)c2)CS1(=O)=O
37	-6%	0%	0.1%	·	·	·	·	-8.2%	18%	·	-34%	·	COc1ccccc1CN1CCC(CNS(=O)(=O)c2cc(-c3cc(C)no3)ccc2C)CC1
38	-1%	9%	-0.1%	·	·	·	·	6.1%	-31%	·	12%	·	COc1ccc(-n2ncc3c(SCC(=O)NNC(C)=O)ncnc32)cc1
39	-15%[20 µM]	9%	-0.4%	·	·	·	·	-5.4%	10%	·	0%	·	COc1ccc(-c2nc3ccccc3nc2-c2ccc(OC)cc2)cc1
40	7%	19%	0.3%	-0.071	-0.22	0.05	0.22	-0.5%	9%	3%	-1%	11%	CCCCOc1ccccc1NC(=O)CSc1nnnn1C(C)(C)C

# From PubChem BioAssay
